SKN-1 inh = blocks SKN-1 activity in C. elegans | C. elegans VP596 Pgst-4::GFP/RFP ratio, acrylamide-induced, 24 h | inhibition, % at 21.8 µM | 360,000 compounds, 0.49% hits;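 active means interference check ratio from 0.5 to 1.5 plus GFP to RFP signal ratio inhibition reaching or exceeding a fixed threshold, cut at about 30% in these data, passing the limit was not always enough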; further: some compounds called inactive have numbers as strong as hits
PABP1 MLLE inh = blocks PAM2 peptide binding to the PABP1 MLLE domain; P11940; GST-MLLE / FITC-PAM2 fluorescence polarization; inhibition, % at 20 µM; 360,000 compounds, 0.36% hits; in the data active means inhibition above about 35%, passing the limit was not always enough;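 further: plate controls were DMSO wells with GST-MLLE for no effect and wells lacking GST-MLLE protein for full effect; some results filed as inactive read as strong as hits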
MT1-MMP act inh = inhibitors of human MT1-MMP activation | HT1080 RFP-PRO-GFP cells, GFP/RFP ratio fluorescence, overnight; percent of plate control window, DMSO zero | P50281 | GFP/RFP ratio change, % at 20 µM | 360,000 compounds, 0.061% hits;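 active means GFP/RFP ratio change of at least 30% with cell ATP level not reduced by more than half and red fluorescence within 50% of control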; further: strong numbers were not always called active
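Read-out: GFP/RFP fluorescence ratio; Test system: RFP-PRO-GFP reporter HT1080 cells; Compound dosing: single-point 20 µM compound, 1% DMSO; Times: overnight compound exposure at 37 °C.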
Rin1 Abl inh = inhibitors of human Rin1-Abl protein interaction. P00519+Q13671. TR-FRET Rin1/Abl binding, biochemical. inhibition, % at 7.35 µM. 360,000 compounds, 0.4% hits. AID 588664; in the data active means inhibition above about 5%, passing the limit was not always enough
bovine MsrA act = activators of bovine methionine sulfoxide reductase A | AID 602163 | activation, % at 10.6 µM | 360,000 compounds, 0.3% hits | purified bovine MsrA, absorbance read-out; in the data active means activation above about 7.5%;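 further: 0% = vehicle and 100% = reference activator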
FAS-TE inh = inhibitors of human fatty acid synthase thioesterase domain; 360,000 compounds, 0.67% hits; inhibition, % at 15 µM; P49327; AID 602261; recombinant FAS-TE, OMFH fluorogenic substrate, fluorescence endpoint;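 active means compounds whose normalised, plate-corrected inhibition of enzyme fluorescence in the single-dose primary screen is 50% or more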;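 further: 0% = DMSO with enzyme and 100% = substrate without enzyme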
E coli Lon inh = inhibits E. coli Lon protease | inhibition, % at 7.94 µM | 360,000 compounds, 0.42% hits | AID 602123 | purified E. coli Lon protease, fluorescence polarization; in the data active means inhibition above about 13%, passing the limit was not always enough;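 further: 0% = enzyme with probe and DMSO and 100% = no enzyme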
Target sequence (P0A9M0 whole entry, looked up): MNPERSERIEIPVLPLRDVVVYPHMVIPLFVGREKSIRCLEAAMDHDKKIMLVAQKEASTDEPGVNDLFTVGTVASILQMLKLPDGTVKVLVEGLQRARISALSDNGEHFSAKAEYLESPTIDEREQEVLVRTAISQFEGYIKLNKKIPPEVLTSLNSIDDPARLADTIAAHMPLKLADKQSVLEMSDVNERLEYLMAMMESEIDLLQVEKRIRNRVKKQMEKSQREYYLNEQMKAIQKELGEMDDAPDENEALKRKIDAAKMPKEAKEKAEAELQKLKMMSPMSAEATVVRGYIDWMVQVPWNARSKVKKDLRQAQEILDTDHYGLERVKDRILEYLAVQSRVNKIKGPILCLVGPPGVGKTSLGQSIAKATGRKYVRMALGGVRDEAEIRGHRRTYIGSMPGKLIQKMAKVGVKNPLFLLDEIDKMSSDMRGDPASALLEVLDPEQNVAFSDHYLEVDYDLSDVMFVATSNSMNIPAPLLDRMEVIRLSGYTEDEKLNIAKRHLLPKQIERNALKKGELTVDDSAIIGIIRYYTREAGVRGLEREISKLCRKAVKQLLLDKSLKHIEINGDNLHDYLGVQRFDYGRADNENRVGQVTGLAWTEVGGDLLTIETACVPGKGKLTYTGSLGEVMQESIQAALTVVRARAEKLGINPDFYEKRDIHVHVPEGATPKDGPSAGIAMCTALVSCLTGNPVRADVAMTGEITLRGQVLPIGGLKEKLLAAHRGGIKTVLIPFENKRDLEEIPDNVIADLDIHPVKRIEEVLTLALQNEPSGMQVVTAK
NRP1-CendR mod = modulators of CendR peptide binding to human neuropilin-1 | 360,000 compounds, 0.85% hits | inhibition, % at 25 µM | FAM-RPARPAR peptide binding to NRP-1, fluorescence polarization | O14786;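 active means inhibition or corrected inhibition above about 18%, plus a signal ratio from 0.5 to 1.5, limit read from the data, passing the limit was not always enough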; further: strong numbers were not always called active
Neddylation inh = inhibitors of human cullin neddylation | TR-FRET cullin neddylation, biochemical | 360,000 compounds, 0.58% hits | calls only at 25 µM | P61081+Q13564 | AID 651699; in the data active means inhibition above about 36%
The depositor's hits bear a star; i = inactive; . = not tested or not shown.

SMILES	SKN-1 inh	PABP1 MLLE inh	MT1-MMP act inh	Rin1 Abl inh	bovine MsrA act	FAS-TE inh	E coli Lon inh	NRP1-CendR mod	Neddylation inh
CN(CC(=O)N1CCN(Cc2ccccc2)CC1)C(=O)Cc1cccc2ccccc12	6	15	3	-2	0	0	-1	-21	i
O=C(CSCc1c(Cl)cccc1Cl)NN=C1CCCC1	12	-2	0	-2	-5	0	0	-1	i
CCn1c(C)cs/c1=N\S(=O)(=O)c1ccccc1	20	-3	5	1	-4	-5	4	-1	i
CCCCn1c(=N)n(CC(O)COc2cccc(C)c2)c2ccccc21 (centres undefined)	30	10	.	0	-1	-4	7	-14	i
CC(C)CC(=O)Nc1ccc(S(=O)(=O)NCc2ccco2)cc1	-8	-1	4	-5	-3	-8	-5	-2	i
Cc1ccc(S(=O)(=O)N2CCOCC2)cc1C(=O)OCC(=O)Nc1ccc2c(c1)OCO2	-11	1	8	-3	-2	10	-4	-1	i
O=C(NCc1ccco1)c1sc(=S)n2c1[nH]c(=O)c1ccccc12	9	45*	-4	5	-2	28	-4	-33	i
COc1cc(OC)c(C2SCCN2S(=O)(=O)c2ccc(F)cc2)cc1OC (centres undefined)	7	-4	7	-1	-4	-1	10	-4	i
COc1ccccc1C(=O)NC(=O)COC(=O)c1ccc(Cl)cc1[N+](=O)[O-]	-19	2	1	2	-9	5	3	11	i
Cn1nnnc1Sc1ccc(C(=O)O)cc1[N+](=O)[O-]	17	-1	-1	-1	-2	-3	7	1	i
COc1ccc(NC(=O)c2cc3c(=O)n(C)c4ccccc4c3n2C)cc1Cl	8	-4	1	-1	-3	-2	2	-12	i
COc1ccc(N2C(=O)Cc3ccccc3C2=O)cc1	8	13	0	3	-2	-3	-3	6	i
COc1ccc(/C(N)=N/OC(=O)CCCN2C(=O)c3ccccc3C2=O)cc1OC	5	8	2	0	-4	-6	-3	5	i
Oc1ccc(Br)cc1-c1cc(-c2ccccc2)n[nH]1	9	-1	-2	1	-3	17	-7	-10	i
C=CCN1C(=O)c2ccc(C(=O)NCC(=O)Nc3c(C)cc(C)cc3C)cc2C1=O	6	-1	-2	-3	-1	-4	-13	3	i
O=C(Oc1ccccc1)N1CCCC1	8	-2	6	3	-11	-2	-12	1	i
CCC(C)NC(=O)c1ccc(C2SCC(=O)N2Cc2ccccc2)cc1 (centres undefined)	-2	13	8	-1	-4	-4	-4	3	i
CCN(CC)CCCN1C=C2C(=O)C(C)(OC(=O)CCc3ccccc3)C(=O)C=C2C=C1c1ccc(C#N)cc1 (centres undefined)	12	9	-6	-1	2	-4	0	-5	.
CCS(=O)(=O)Nc1cccc(-c2cn3c(n2)SCC3)c1	-2	15	1	-2	7.7*	-9	2	-6	i
COc1ccc(OC)c(C2C(C(C)=O)=C(O)C(=O)N2CCC(=O)O)c1 (centres undefined)	-1	2	-1	3	0	-3	-2	-2	i
CC1(C(=O)NCc2ccccc2)CSCC(=O)N1C1CC1 (centres undefined)	-3	.	-1	.	.	.	.	1	i
Cc1cc(C)n(Cc2ccc(NC(=O)c3ccc(COc4ccccc4Br)cc3)cc2)n1	14	8	-1	-2	-3	25	9	3	i
CCS(=O)c1scc(-c2ccc(Cl)cc2)c1C#N (centres undefined)	-12	3	-2	0	-3	-3	-4	1	i
O=C1NC(=O)C2(CCC(C3CCCCC3)CC2)N1 (centres undefined)	1	14	1	0	3	-8	-3	14	i
COc1ccc(N(CC(=O)NC2CCCCC2)C(=O)CNC(=O)c2ccco2)cc1	-16	-1	3	5	-10	-5	0	2	i
CC(NC(=O)C1CCC(CNc2c(N3CCCCC3)c(=O)c2=O)CC1)c1ccccc1 (centres undefined)	-11	-1	-3	4	-12	5	9	-1	i
O=C(CSc1nc2nc(-c3cccs3)cc(C(F)(F)F)c2c(=O)[nH]1)NCc1ccco1	2	-4	2	-6	-3	-17	-3	-47	.
CC(C)C(=O)OC1CCS(=O)(=O)c2sccc21 (centres undefined)	7	-12	1	1	-3	-7	-3	-6	i
COc1ccc(-c2nc(CSCC(=O)NC3CCCc4ccccc43)c(C)o2)cc1OC (centres undefined)	-1	23	-2	1	0	8	6	3	i
O=P(COCCOCCOCP(=O)(c1ccccc1)c1ccccc1)(c1ccccc1)c1ccccc1	6	2	4	-1	-2	-6	11	7	i
O=C(NCCc1ccccc1)C(c1ccccc1)N(C(=O)c1csnn1)C1CC1 (centres undefined)	7	-1	-2	4	-6	-4	-13	3	i
O=C(NCCc1ccc(F)cc1)Nc1ccc([N+](=O)[O-])cc1	2	-6	3	1	-1	17	-2	0	i
CN(c1ccccc1)S(=O)(=O)c1cccc(NC(=O)c2cncc(Br)c2)c1	3	14	1	1	1	17	-10	-12	i
CCCCn1nc(C(=O)Nc2c(C)n(C)n(-c3ccccc3)c2=O)c2ccccc2c1=O	-5	6	-3	2	-7	-1	-17	11	i
COc1ccccc1NS(=O)(=O)c1cccc(C(=O)OCC(=O)NC2CC2)c1	8	-11	0	2	0	-7	-5	4	i
CCN1CCN(CC(=O)Nc2cc(C)c(C)cc2[N+](=O)[O-])CC1	-1	4	3	-1	-3	-6	7	2	i

Single records, from the list above. Screens in order: SKN-1 inh | PABP1 MLLE inh | MT1-MMP act inh | Rin1 Abl inh | bovine MsrA act | FAS-TE inh | E coli Lon inh | NRP1-CendR mod | Neddylation inh
`CCCCn1nc(C(=O)Nc2c(C)n(C)n(-c3ccccc3)c2=O)c2ccccc2c1=O` is listed as -5 | 6 | -3 | 2 | -7 | -1 | -17 | 11 | i
`O=C(CSc1nc2nc(-c3cccs3)cc(C(F)(F)F)c2c(=O)[nH]1)NCc1ccco1` is listed as 2 | -4 | 2 | -6 | -3 | -17 | -3 | -47 | .

Other records
SMILES	SKN-1 inh	PABP1 MLLE inh	MT1-MMP act inh	Rin1 Abl inh	bovine MsrA act	FAS-TE inh	E coli Lon inh	NRP1-CendR mod	Neddylation inh
O=C(CSc1ccc([N+](=O)[O-])cc1)NNC(=O)c1ccccc1F	-1	25	-1	-1	-1	14	0	5	i
S=C(Nc1ccccc1)N1CCC(Cc2ccccc2)CC1	2	-109	0	-1	-2	10	8	-10	i
COC(=O)c1ccccc1NC(=O)c1ccc(COc2ccc(C)c(C)c2)o1	-1	14	0	1	1	21	5	20	i
O=S(=O)(NCc1ccco1)N1CCOCC1	3	-5	0	-3	0	-4	4	10	i
C#CCN(C[C@@H]1[C@@H](OC(=O)NCc2ccc(OC)c(OC)c2)[C@@H](OC(=O)NCc2ccc(OC)c(OC)c2)CN(C(=O)OC(C)C)N1C(=O)OC(C)C)S(=O)(=O)c1ccc(C)cc1	-3	-4	4	0	0	20	0	0	i
C[C@@H]1CN(C(=O)c2nc3ccc(Cl)cn3c2CNCC[C@@H]2C[C@@H]3C=C[C@H]2C3)C[C@H](C)O1	2	-11	-7	2	7	5	-7	1	i
CCOCCCN(C(=O)c1ccco1)C(C(=O)NC1CCCC1)c1cccc(OC)c1OC (centres undefined)	18	-2	1	-3	0	0	5	9	i
CSc1ncccc1C(=O)OCC(=O)c1cc2ccccc2o1	15	-8	-6	2	0	34	-1	-10	i
O=C(/C=C/c1ccncc1)c1cc(Cl)ccc1O	23	-61	-14	1	-9	-18	-8	-5	i
Cc1cc(C(=O)Nc2ccncc2)c2ccccc2n1	12	-1	-4	1	-4	-6	0	-15	i
CCN(c1ccc(OC)cc1)S(=O)(=O)c1nnc(NC(=O)C(C)C)s1	-1	12	4	-2	-7	-5	-1	4	i
O=C(CSc1nnc(-c2ccccn2)n1Cc1ccco1)c1ccccc1	9	-22	0	-1	-6	-2	-9	-8	i
Cn1ccsc1=NC(=O)c1ccc(OC(F)(F)F)cc1	51*	3	-4	-1	-2	4	-4	3	i
C[C@@H](CO)NC(=O)c1[nH]cnc1C(=O)Nc1cccc(Cl)c1	5	-1	-1	-2	-4	-6	-12	-2	i
O=C(CCCc1ccccc1)c1ccc2c(c1)OCCO2	6	3	-8	-6	0	24	-1	8	i
COc1cc(OC)cc(OCC(O)Cn2ccnc2)c1 (centres undefined)	7	-5	-2	1	-3	-11	-5	10	i
Fc1cccc(-c2oncc2-c2nnnn2-c2ccc(Cl)cc2)c1	15	3	7	-2	-2	12	10	5	i
CN(C)CCCNc1nc(-c2ccccc2)nc2ccccc12	6	-6	-5	0	-2	-3	-11	-3	i
C[C@H](CO)N1C[C@H](C)[C@@H](CN(C)C(=O)Nc2ccccc2)Oc2ccc(NC(=O)NC3CCCCC3)cc2C1=O	-21	6	0	4	-4	0	0	-3	i
O=C(CNS(=O)(=O)c1ccccc1)N1CCN(Cc2ccccc2)CC1	-1	7	-3	0	2	-5	-4	9	i
COc1ccccc1CNC(=O)CCCNC(=O)c1ccc(Cl)cc1	0	-9	3	2	-3	-4	13	5	i
C=CC[C@@H](CC(=O)N[C@@H](CO)Cc1ccccc1)C(=O)N[C@H](COC(=O)[C@@H](CC=C)Cc1ccc(F)cc1)Cc1c[nH]c2ccccc12	15	6	5	0	0	6	-3	-1	i
CC(C)NC(=S)NC(=O)/C=C/c1ccc(F)cc1	7	11	-9	2	-1	-2	2	3	i
COc1ccc(OCC(=O)NCC(c2cccs2)N2CCOCC2)cc1 (centres undefined)	-4	3	-3	0	-1	-5	-7	0	i
COc1ccccc1NC(=O)c1ccccc1Nc1ccccc1	20	3	3	1	10*	20	2	0	i
CCSc1nc(=S)cc(C)[nH]1	0	33	-4	-3	2	-4	4	-3	i

Grouped by structure: the entries above with a Cl atom
SMILES	SKN-1 inh	PABP1 MLLE inh	MT1-MMP act inh	Rin1 Abl inh	bovine MsrA act	FAS-TE inh	E coli Lon inh	NRP1-CendR mod	Neddylation inh
O=C(CSCc1c(Cl)cccc1Cl)NN=C1CCCC1	12	-2	0	-2	-5	0	0	-1	i
COc1ccccc1C(=O)NC(=O)COC(=O)c1ccc(Cl)cc1[N+](=O)[O-]	-19	2	1	2	-9	5	3	11	i
COc1ccc(NC(=O)c2cc3c(=O)n(C)c4ccccc4c3n2C)cc1Cl	8	-4	1	-1	-3	-2	2	-12	i
CCS(=O)c1scc(-c2ccc(Cl)cc2)c1C#N (centres undefined)	-12	3	-2	0	-3	-3	-4	1	i
C[C@@H]1CN(C(=O)c2nc3ccc(Cl)cn3c2CNCC[C@@H]2C[C@@H]3C=C[C@H]2C3)C[C@H](C)O1	2	-11	-7	2	7	5	-7	1	i
O=C(/C=C/c1ccncc1)c1cc(Cl)ccc1O	23	-61	-14	1	-9	-18	-8	-5	i
C[C@@H](CO)NC(=O)c1[nH]cnc1C(=O)Nc1cccc(Cl)c1	5	-1	-1	-2	-4	-6	-12	-2	i
Fc1cccc(-c2oncc2-c2nnnn2-c2ccc(Cl)cc2)c1	15	3	7	-2	-2	12	10	5	i
COc1ccccc1CNC(=O)CCCNC(=O)c1ccc(Cl)cc1	0	-9	3	2	-3	-4	13	5	i
